Screening data from PubChem.
RAD52 inh = RAD52 (human) annealing inhibition; 0.46% of 360,000 active; P43351; inhibition, % at 18.7 µM; recombinant RAD52 DNA annealing, FRET fluorescence;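 active = every replicate showing at least 50% inhibition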
CFTR F508del cor = correctors of CFTR F508del function in bronchial epithelial cells; activity (quench increase), % at 7.58 µM; AID 720511; 0.36% of 350,000 active; CFBE cells, YFP halide quenching; stimulated with forskolin plus potentiator P3; % fluorescence drop versus neutral controls;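 active = mean added fluorescence quench of at least 8% versus neutral control, with both replicates also reaching 8%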;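 note: cells transiently co-express mutant CFTR-F508del with the halide-sensitive YFP; corrector assay measuring rescue of mutant channel to the surface after 24 h compound exposure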
INS-1E GSIS act = primary screen for activators of insulin secretion dependent on glucose, INS-1E cells, GLuc reporter luminescence; 0.61% of 370,000 active; INS-1E GLuc reporter insulin secretion, 2-3 h; AID 743287; activation, % at 16.6 µM;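 active = lowest replicate activation of at least 40%, so every replicate reaches that level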;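 note: 0% = median of neutral control wells and 100% = median of IBMX positive control wells; some compounds called inactive have numbers as strong as hits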
Xi reactivation = reactivates the inactive X chromosome in mouse fibroblasts. XiGFP mouse fibroblasts, % GFP-positive cells imaging, 3 d; cells co-treated with 5-aza-dC sensitizer; scaled so ellipticine positive control = 100%. activation, % at 7.58 µM. 0.055% of 360,000 active. AID 743238;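 active = mean normalized replicate activation at least 10% and every replicate at or above 10%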;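 note: 0% = median of on-plate neutral control wells and 100% = ellipticine 6 µM median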
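Assay system: SV40-immortalized XiGFP fibroblast cells, line 68-5-11; buffer or medium: DMEM plus 5-aza-dC sensitizer; compound: one concentration, pinned; timing: compounds 3 days, fix/stain 15 min at room temperature; benchmarks: positive control ellipticine, 6 µM final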
DENV2 CPE = DENV2-induced cell death inhibition; 1.7% of 350,000 active; AID 651640; DENV2-infected cells, cytopathic effect rescue, plate reader; CPE inhibition, % at 9.99 µM; in the data active = CPE inhibition above about 20%, passing the limit was not always enough; tested in BHK-21 cells;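 note: 0% = median of neutral control wells and 100% = median of positive control wells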
E-sel inducer = E-selectin induction on HUVECs; HUVEC E-selectin immunofluorescence imaging; normalized: neutral wells 0, TNF-alpha wells 100; activation, % at 7.58 µM; 0.37% of 260,000 active; AID 686992;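 active = mean E-selectin-positive cell signal at least 10% of the positive control, reached in at least 60% of replicates, without over 20% cell loss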;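 note: in these data hits start at about 27%; measured in HUVEC primary endothelial cells; signal is the percent of cells scored E-selectin positive by PE staining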
Target sequence (P16581 whole entry, looked up): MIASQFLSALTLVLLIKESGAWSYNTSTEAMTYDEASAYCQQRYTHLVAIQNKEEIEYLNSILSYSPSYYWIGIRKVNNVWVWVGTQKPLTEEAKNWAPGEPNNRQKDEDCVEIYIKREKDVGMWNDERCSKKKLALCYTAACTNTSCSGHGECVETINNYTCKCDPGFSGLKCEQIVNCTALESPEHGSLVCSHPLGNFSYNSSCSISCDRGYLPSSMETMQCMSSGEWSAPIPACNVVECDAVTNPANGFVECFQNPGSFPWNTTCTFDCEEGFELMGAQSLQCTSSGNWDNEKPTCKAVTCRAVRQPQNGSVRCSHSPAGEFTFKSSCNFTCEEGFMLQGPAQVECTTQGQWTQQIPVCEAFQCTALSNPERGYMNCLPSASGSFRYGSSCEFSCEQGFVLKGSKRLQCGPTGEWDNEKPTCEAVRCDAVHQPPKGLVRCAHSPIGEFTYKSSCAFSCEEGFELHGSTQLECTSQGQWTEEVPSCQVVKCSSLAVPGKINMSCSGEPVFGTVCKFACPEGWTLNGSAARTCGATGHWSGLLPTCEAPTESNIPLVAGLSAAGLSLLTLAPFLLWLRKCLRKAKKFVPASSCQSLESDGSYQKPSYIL
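assay system = HUVEC, human umbilical vein endothelial cells | input = 3,000 HUVEC seeded per well | medium = EGM-2 growth medium on 0.1% gelatin-coated wells | dosing = one compound dose added by pin transfer | signal = immunofluorescence imaging | read-out basis = % PE-positive cells | control set = TNF-alpha, DMSO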
RAD54 branch = RAD54 (human) branch migration inhibition; Q92698; RAD54 Holliday junction branch migration, FAM/BHQ fluorescence; inhibition, % at 10.4 µM; 0.14% of 360,000 active;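 active = mean normalized replicate activity at least 40 and at least half of replicates scoring 40 or more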;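 note: 0% = median of neutral control wells and 100% = median of positive control wells; inhibitors cause a drop in the FAM fluorescence signal; in these data hits start at about 50%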
CASP6 VEID inh = caspase-6 (human) enzyme inhibition; inhibition, % at 12.5 µM; purified caspase-6, Z-VEID-R110 cleavage fluorescence; P55212; 0.53% of 350,000 active;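 active = mean inhibition across replicates at least about 35%, with every replicate also reaching that limit, limit read from the data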;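 note: 0% = median of neutral control wells and 100% = no fluorescence left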
Target sequence (P55212 24-179 limits assumed): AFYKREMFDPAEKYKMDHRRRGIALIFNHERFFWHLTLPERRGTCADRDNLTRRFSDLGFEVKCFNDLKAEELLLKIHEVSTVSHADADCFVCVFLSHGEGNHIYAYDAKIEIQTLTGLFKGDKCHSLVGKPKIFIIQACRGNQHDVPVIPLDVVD
Target sequence (P55212 194-293 limits assumed): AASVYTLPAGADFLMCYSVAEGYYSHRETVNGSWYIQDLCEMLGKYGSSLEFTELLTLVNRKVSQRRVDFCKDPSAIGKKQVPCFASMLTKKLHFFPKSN
An asterisk follows results filed as active; x = no result given; & = joins results of further samples.

SMILES	RAD52 inh	CFTR F508del cor	INS-1E GSIS act	Xi reactivation	DENV2 CPE	E-sel inducer	RAD54 branch	CASP6 VEID inh
CCCCNc1c(-c2ccc(SC3CCCCC3)c(OC)c2)nc2ccc(C)cn12	-2&-13	4.8&1.4	-28	-0.1&0.1	-8&3	0.0&0.5	-18	-4&-2
CCOC(=O)C1(Cc2ccccc2C)CCCN(Cc2ccc(NC(C)=O)cc2)C1 (centres undefined)	-45	0.4	-16	0.0	10	0.0	x	0
COCC#Cc1cnc2c(c1)C(=O)N([C@@H](C)CO)C[C@@H](C)[C@@H](CN(C)C(=O)CN1CCOCC1)O2	-13	-2.0	31	0.7	4	0.0	-4	-1
O=C(O)/C=C/C(=O)N1CCN(c2ccc(F)cc2)CC1	-24	-8.3	6	0.0	6	-1.0	x	x
COc1ccc(C(=O)NCCCc2nc3ccccc3n2Cc2cc(C)ccc2C)cc1OC	1	2.5	-42	0.1	6	x	-8	1
NC(=O)COc1ccc(/C=C2\C(=O)ON=C2c2ccccc2)cc1	-37	0.9	-2	0.2	13	x	-7	1
CCC(=O)Nc1ccc(Nc2nc(Cl)nc(Nc3ccc(NC(=O)CC)cc3)n2)cc1	-5	x	12	0.3	-1	x	x	0
O=c1nc(SCc2ccccc2Cl)nc(-c2ccc(Cl)cc2)[nH]1	-9	-0.3	x	0.2	5	x	-9	3
COc1ccc(C(c2c(C)[nH][nH]c2=O)c2c(C)[nH][nH]c2=O)cc1Br	-15	1.2	-22	-0.1	6	-0.3	-1	2
COc1ccc(C2(C)NC(=O)N(CC(=O)NCc3ccccc3)C2=O)cc1OC (centres undefined)	-10	4.2	36	0.0	-1	x	6	-4
CCc1ccc(NC2=NCC(=O)N2c2ccc3c(c2)OCCO3)cc1	-26	x	-10	x	x	x	10	-1
COc1ccc(NC(=O)c2cn(-c3ccccc3)nc2SC)cc1	7	-1.9	-15	0.2	31*	x	x	-1
Cc1oc2c(c(C)cc3oc(=O)c(CC(=O)NCC(=O)NCC(=O)O)c(C)c32)c1C	3	4.7	x	0.0	13	-0.1	x	2
COCC(=O)N(C)C[C@H]1Oc2ncc(C#CC(C)(C)O)cc2C(=O)N([C@H](C)CO)C[C@@H]1C	4	-1.8	17	0.2	-5	1.5	1	2
COc1ccc2c(=O)c(C(=O)NCc3ccccc3)c[nH]c2c1	-10	-1.6	13	0.0	-2	1.2	-11	-1

Quoted from the listing.
Entry of `COc1ccc(C(=O)NCCCc2nc3ccccc3n2Cc2cc(C)ccc2C)cc1OC` under DENV2 CPE: 6
Entry of `O=C(O)/C=C/C(=O)N1CCN(c2ccc(F)cc2)CC1` under CFTR F508del cor: -8.3

Other records follow.
SMILES	RAD52 inh	CFTR F508del cor	INS-1E GSIS act	Xi reactivation	DENV2 CPE	E-sel inducer	RAD54 branch	CASP6 VEID inh
C[C@@H]1CN([C@H](C)CO)C(=O)CCCn2cc(nn2)CO[C@@H]1CN(C)C(=O)OCc1ccccc1	x	-2.7	-7	-0.1	x	0.4	x	x
CCC(=O)Nc1ccc2c(c1)C(=O)N(C)[C@H]1CC[C@@H](CC(=O)N3CCc4ccccc4C3)O[C@H]1CO2	x	4.0	-5	0.0	x	-0.1	x	x
COc1ccc(NS(=O)(=O)c2ccc(O)c(C(=O)OCC(=O)NC(C)C3CC4CCC3C4)c2)cc1 (centres undefined)	4	-1.2	5	-0.2	5	5.6	4	3
C[C@H]1CN([C@@H](C)CO)C(=O)c2cc(-c3cccc(F)c3)cnc2O[C@@H]1CN(C)S(C)(=O)=O	1&3	0.6&-0.1	6&0	0.0&-1.1	2&3	x	1&4	0&-1
CO[C@@H]1CN(C)C(=O)c2ccc(NC(=O)C3CC3)cc2OC[C@@H](C)N(C(=O)c2ccccc2)C[C@@H]1C	-4	-0.5	1	0.1	10	0.0	10	-4
COc1ccc(-c2cc(C(=O)Nc3ccc(OC)c(OC)c3)[nH]n2)c(C)c1	-12	3.6	x	-0.1	3	0.0	-2	-1
Cc1ccc(C)c(NC(=O)c2ccccc2Sc2ccc([N+](=O)[O-])cc2Cl)c1	-68	-2.0	-7	0.0	2	x	x	0
Cc1noc(C)c1S(=O)(=O)Nc1ccc(C(=O)N2CCN(c3ccc(Cl)cc3)CC2)cc1	-6	x	-17	x	x	x	1	1
COc1ccc(CCNCC2C(Oc3ccc(Cl)cc3)C(=O)N2c2ccccc2C)cc1OC (centres undefined)	-14	x	-6	0.0	-7	x	x	-3
Cc1ccc(NC(=O)C2(C)CCN2C(=O)c2ccccc2CCc2ccccc2)cc1C (centres undefined)	-5	-1.2	-3	-0.2	-3	-0.3	1	-1
C=C1Cn2c(nnc2-c2ccc(Cl)cc2)S1	-13	2.0	15	0.3	-1	-0.2	5	1
COc1ccccc1NS(=O)(=O)c1cccc(NC(=O)CCNC(=O)c2ccccc2OC)c1	-8	0.8	-19	0.0	-8	x	17	-1
CN(C)C(=O)c1ccc(-c2ccccc2[C@H]2[C@@H](CO)N(C(=O)C3CCC3)[C@H]2C#N)cc1	4	1.0	-3	0.2	8	0.2	x	-1
Cc1nc(CNC(=O)CC2C(=O)NCCN2Cc2ccc(F)cc2)cs1 (centres undefined)	-5	-0.7	1	-0.1	-3	0.2	-12	2
CCn1c(SCC(=O)N2CCCCC2C)nc2c1c(=O)n(C)c(=O)n2C (centres undefined)	-3	2.7	26	0.0	-2	x	0	5
COc1cccc(C(C)=C2SC(=S)NC2=O)c1	-17	-0.3	-20	0.0	7	4.3	x	3
COC(=O)c1ccccc1S(=O)c1snnc1C (centres undefined)	-3	-0.4	6	0.1	6	x	x	-1
Cc1cccc(C)c1NC(=S)/N=C/N(C)C	-2	1.7	4	0.0	-4	x	1	4
Cc1ccc(S(=O)(=O)NCCC(=O)NNC(=O)C2COc3ccccc3O2)cc1 (centres undefined)	-15	0.0	0	-0.1	1	4.7	-7	1
CN(C)C(=O)C[C@@H]1CC[C@H](NC(=O)c2ccc(F)cc2)[C@H](CO)O1	-5	1.1	2	0.3	-12	0.8	6	-3
COc1ccc(/C=C/C(=O)OCC(=O)Nc2ccc(Cl)cn2)cc1	-23	-1.8	14	0.2	x	x	3	4
COc1ccc(N2C(=O)C3NN=C(C(=O)OCc4ccccc4)C3C2=O)cc1 (centres undefined)	-4	0.4	2	0.0	x	0.3	-2	-1
C=CCCN(Cc1ccccc1)S(=O)(=O)c1ccccc1Br	x	2.6	10	0.1	x	-0.2	7	x
O=C(N/N=C/c1c(Cl)cccc1Cl)C(=O)NC1CC1	-4	-0.9	24	-0.6	13	3.0	x	-2
COc1ccc2c3c([nH]c2c1)[C@@H](CO)N(C(=O)Nc1ccccc1F)CC31CCN(C(=O)c2ccccc2F)CC1	x	1.1	-1	0.4	-8	0.1	x	x
COC(c1ccc(Cl)cc1)(c1ccc(Cl)cc1)C(Oc1nc(C)cc(C)n1)C(=O)O (centres undefined)	-3	-0.4	9	0.0	-2	0.0	-6	2
CC(C)COc1ccc(C(=O)N/C(=C\c2cccc([N+](=O)[O-])c2)C(=O)O)cc1	-13	2.3	-4	0.0	-1	x	-6	14
CC(=O)Nc1c(Cl)c(Cl)c2c(c1Cl)C(=O)c1cc(Cl)ccc1-2	-11	2.3	44	0.1	-6	0.3	-4	0
O=C(Nc1ccc(Cc2ccncc2)cc1)c1ccc(S(=O)(=O)N2CCOCC2)cc1	-4	x	0&-17	x	x	x	1	-3
O=C(Nc1ccc(F)cc1)NC1CCN(Cc2ccccc2)CC1	-6	-0.3	1	0.0	6	x	x	-4
Cc1ccc(NC(=O)C2CCN(c3ncnc4c3nc3n4CCCCC3)CC2)cc1Cl	-24	2.2	-32	0.1	-4	x	-4	0
COC(=O)c1ccc(NC(=O)C(OC)c2ccccc2)cc1 (centres undefined)	-2	-0.5	-1	1.3	3	x	x	-1
C[C@H]1CCCCO[C@@H](CN(C)C(=O)Nc2ccc(C(F)(F)F)cc2)[C@@H](C)CN([C@@H](C)CO)C(=O)c2cc(NS(=O)(=O)c3ccc(F)cc3)ccc2O1	-60	-0.5	12	0.1	76*	x	-1	-1
Cn1nnnc1SCc1cccc(CSc2nnnn2C)n1	-10	1.3	4	x	2	x	-7	2
C[C@@H]1CN([C@@H](C)CO)C(=O)c2cccc(NC(=O)CCCCCC(=O)Nc3ccccc3N)c2O[C@@H]1CN(C)C(=O)Nc1ccc(F)cc1	9	-5.2	-12	-0.1	-10	-0.2	x	-1
Cc1ccc2nc(N)nnc2c1	-9	-0.6	15	0.0	12	0.2	x	2
C[C@@H]1CCCCO[C@H](CN(C)Cc2ccc3c(c2)OCO3)[C@H](C)CN([C@H](C)CO)C(=O)c2cc(N(C)C)ccc2O1	4&9	-0.3&3.7	-1	0.5	3&-4	-0.2	8&4	-1&3
CCCNC(=O)c1cc2c(c(-c3cccc(-c4ccc(F)cc4)c3)n1)[C@H](CCO)N([S@@](=O)C(C)(C)C)C2	2	0.2	-36	0.4	7	0.4	-9	0
Cc1nc2ccccn2c1C(=O)NNC(=O)Nc1ccccc1	-10	3.5	3	0.5	-1	-0.1	-1	-1
O=C(NCc1cccnc1)c1ccc(Cn2c(=S)[nH]c3ccc(Br)cc3c2=O)cc1	-11	2.4	-13	0.0	2	0.4	-5	-5
Cc1c(C(C)NC(=O)c2cc(COc3cccc4cnccc34)on2)cnn1C (centres undefined)	-16	1.7	7	0.0	3	x	2	x
CC(C)CCNC(=O)C(c1ccc(O)cc1)N(Cc1cccs1)C(=O)C1COc2ccccc2O1 (centres undefined)	-9	x	-53	-0.2	4	-1.2	x	0
C[C@@H]1CCCCO[C@H](CN(C)C)[C@@H](C)CN([C@H](C)CO)C(=O)c2cc(NC(=O)NC3CCCCC3)ccc2O1	-6	-5.6	6	0.5	9	-0.2	1	1
C[C@@H]1CN([C@@H](C)CO)C(=O)c2cc(NC(=O)Nc3ccccc3)ccc2O[C@@H](C)CCCCO[C@@H]1CN(C)C(=O)c1ccccc1	-5	2.0	-6	0.0	7	x	3	2
Cc1ccc(C)c(NC(=O)CN(C)C(=O)C2CCN(S(=O)(=O)c3ccc4c(c3)OCCO4)CC2)c1	7	-1.5	1	0.0	1	x	x	2
COc1ccc(C(=O)NC(=O)NC2(C(Cl)(Cl)Cl)OCCO2)cc1	-12	2.9	5	0.3	1	3.6	-15	-1
CNC(=O)c1sccc1Oc1ccc(F)cc1[N+](=O)[O-]	-6	-4.4	27	0.0	1	x	x	0

In another format: 3 of the compounds above
Molecule: Cn1nnnc1SCc1cccc(CSc2nnnn2C)n1
  RAD52 inh: -10; CFTR F508del cor: 1.3; INS-1E GSIS act: 4; Xi reactivation: x; DENV2 CPE: 2; E-sel inducer: x; RAD54 branch: -7; CASP6 VEID inh: 2

Molecule: C[C@@H]1CN([C@@H](C)CO)C(=O)c2cccc(NC(=O)CCCCCC(=O)Nc3ccccc3N)c2O[C@@H]1CN(C)C(=O)Nc1ccc(F)cc1
  RAD52 inh: 9; CFTR F508del cor: -5.2; INS-1E GSIS act: -12; Xi reactivation: -0.1; DENV2 CPE: -10; E-sel inducer: -0.2; RAD54 branch: x; CASP6 VEID inh: -1

Molecule: Cc1ccc2nc(N)nnc2c1
  RAD52 inh: -9; CFTR F508del cor: -0.6; INS-1E GSIS act: 15; Xi reactivation: 0.0; DENV2 CPE: 12; E-sel inducer: 0.2; RAD54 branch: x; CASP6 VEID inh: 2
